Source: PubChem (National Center for Advancing Translational Sciences (NCATS))
PI4K2A block = inhibitors of human PI4K2A. purified PI4K2A, ADP-Glo luminescence, 1 h; hits give low values. Q9BTU6. activity change, negative = inhibition, % at 76.9 µM. actives 0.13% (n = 420,000); in the data active means activity change below about -50%; inconclusive means mostly about -30% to -49%;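 further: -100% = wells without enzyme as full effect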
Target sequence (Q9BTU6 whole entry, looked up): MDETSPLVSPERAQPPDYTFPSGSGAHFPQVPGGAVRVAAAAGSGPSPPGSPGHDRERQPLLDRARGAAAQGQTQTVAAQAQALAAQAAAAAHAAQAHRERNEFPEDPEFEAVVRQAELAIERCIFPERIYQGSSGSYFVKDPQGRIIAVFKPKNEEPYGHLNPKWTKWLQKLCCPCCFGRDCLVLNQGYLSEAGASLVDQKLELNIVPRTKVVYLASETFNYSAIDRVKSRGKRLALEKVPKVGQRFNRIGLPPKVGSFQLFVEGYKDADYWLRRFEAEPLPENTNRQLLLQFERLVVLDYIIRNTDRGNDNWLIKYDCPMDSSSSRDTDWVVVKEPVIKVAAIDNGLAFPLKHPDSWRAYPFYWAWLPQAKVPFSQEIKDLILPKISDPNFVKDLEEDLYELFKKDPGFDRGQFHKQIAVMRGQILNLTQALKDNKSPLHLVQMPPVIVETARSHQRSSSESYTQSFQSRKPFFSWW
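PI4K2A activity was measured by ADP-Glo luminescence: enzyme (4 ug/mL stock) and phosphatidylinositol (1.2 mM stock) in Tris pH 7.5/MgCl2/EGTA/Triton X-100 buffer were reacted with ATP (300 microM stock) for one hour at ambient temperature.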
GLS inh = inhibitors of human glutaminase (GLS) | AID 624170 | O94925 | Potency, µM (series often up to 45.5 µM), without a hit: at the top dose activity change, negative = inhibition, hits mostly inhibitors | actives 0.21% (n = 410,000) | GLS enzymatic activity, qHTS titration; further: potency means the concentration at half of the fitted maximal effect; on the % scale 0 is the no-effect control and ±100 the full control effect
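hKGA in 45 mM KH2PO4 pH 8.2, 0.02% Tween-20 with pin-transferred compounds; 1 mM L-glutamine (stock) plus glutamate oxidase/HRP/Amplex Red coupling added. Fluorescence read initially and after 30 min at RT.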
HP1b binding inh = blocks HP1-beta chromodomain binding to methylated histone tails. actives 0.56% (n = 390,000). P83916. Potency, µM (top dose mostly 114 µM), without a hit: at the top dose activity change, negative = inhibition, most hits filed as inhibitors. AlphaScreen HP1-beta / biotin-H3K9me3 peptide binding; further: potency means the concentration at half of the fitted maximal effect; nearly all actives have a fitted effect of over 70% in size; inactives centre near 23
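AlphaScreen: HP1-beta (50 nM) preformed 30 min with biotin-H3(1-18)K9me3 peptide (50 nM) in PBS pH 7.4, 0.01% Tween-20. Compound added for 30 min at RT, then streptavidin donor/nickel chelate acceptor beads (10 ug/mL) for 30 min.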
G9a inh = blocks human histone lysine methyltransferase G9a; Q96KQ7; G9a H3K9 monomethylation, AlphaScreen, 2 h; actives 8.8% (n = 350,000); Potency, µM (highest dose often 102 µM), for inactives: at the top dose activity, negative = inhibition, usual class: inhibitors; further: potency means the concentration at half of the fitted maximal effect; on the % scale 0 is the no-effect control and ±100 the full control effect; nearly all actives have a fitted effect of over 75% in size
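Step 1: enzyme (final 20 nM) with compound, 15 min RT. Step 2: substrate peptide 500 nM and SAM 20 uM, 2 h RT. Step 3: anti-H3K9me1 antibody and AlphaScreen beads, 10 min, then plate read.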
ERG Ets-DNA blk = blocks human ERG Ets domain binding to DNA; P11308; fluorescence polarization, His-ERG Ets domain / labelled DNA; Potency, µM (series often up to 76.9 µM), for the others: top-dose FP activity, negative = inhibition, usual class: inhibitors; actives 0.028% (n = 370,000); AID 624246; active means well fitted inhibition curve with a large enough effect in the polarisation, with a control signal flat; inconclusive means small, poorly fitted or top-dose-only effect, or effect the other way, or a change in a side signal; inactive means no such curve, though single readings can be large or run the other way; the % refers to the polarisation;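 further: polarization taken with two DNA probes labelled with fluorescein and Texas red; potency means the concentration at half of the fitted maximal effect; % of control where 0% means no effect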
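His-tagged ERG Ets domain (1 uM in the protein solution; 300mM KCl, 50mM Tris-HCl, 1mM EDTA, 1mM DTT, pH 7.5) received compound, then a probe mix of 5 nM fluorescein-DNA and 100nM Texas-615-DNA. Fluorescence polarization was read for both dyes.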
BAZ2B inh = blocks human BAZ2B; Q9UIF8; AlphaScreen BAZ2B-H3K14Ac peptide displacement; Potency, µM (series often up to 114 µM), for the others: at the highest dose activity change, negative = inhibition, actives largely listed as inhibitors; actives 4.4% (n = 360,000); AID 504333; further: potency means the concentration at half of the fitted maximal effect; on the % scale 0 is the no-effect control and ±100 the full control effect; nearly all actives have a fitted effect of over 60% in size
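Multi-concentration screen (max 110 uM) measuring displacement of acetylated histone H3 peptide from BAZ2B by AlphaScreen, using 50 nM protein, 50 nM peptide and 10 ug/mL streptavidin donor plus Ni-chelate acceptor beads.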
Tb PGK inh = blocks T. brucei phosphoglycerate kinase; P07378; PGK/GAPDH coupled, Kinase-Glo luminescence, 60 min; Potency, µM (titrated, usually from 57.5 µM), without a hit: at the top dose activity change, negative = inhibition, most hits filed as inhibitors; actives 0.043% (n = 380,000); AID 602233; further: potency means the concentration at half of the fitted maximal effect; on the % scale 0 is the no-effect control and ±100 the full control effect; nearly all actives have a fitted effect of over 60% in size
Target sequence (P07378 whole entry, looked up): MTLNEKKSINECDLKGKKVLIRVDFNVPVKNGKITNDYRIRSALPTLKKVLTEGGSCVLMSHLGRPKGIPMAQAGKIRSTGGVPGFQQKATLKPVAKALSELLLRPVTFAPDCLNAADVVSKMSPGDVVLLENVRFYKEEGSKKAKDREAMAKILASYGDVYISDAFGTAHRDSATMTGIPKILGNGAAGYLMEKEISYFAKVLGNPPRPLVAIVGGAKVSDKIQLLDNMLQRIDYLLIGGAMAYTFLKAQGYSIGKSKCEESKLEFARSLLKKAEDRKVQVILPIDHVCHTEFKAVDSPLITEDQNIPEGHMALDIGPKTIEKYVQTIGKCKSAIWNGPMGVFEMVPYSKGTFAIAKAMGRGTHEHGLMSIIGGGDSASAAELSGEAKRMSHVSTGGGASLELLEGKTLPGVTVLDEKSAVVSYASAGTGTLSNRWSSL
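Recombinant glycosomal PGK reaction used 1,3-bisphosphoglycerate generated in-well by GAPDH (100nM final) in 100mM TEA pH 7.6, 5mM MgCl2, 0.01% Tween-20. After 60 minutes at room temperature, ATP was read by Kinase-Glo Plus luminescence end-point.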
Pin1 inhibitor = inhibitors of human Pin1 | Pin1 FP peptide displacement, HiFluor488, 10 min | Potency, µM (doses to about 115 µM), for inactives: at the highest dose activity, negative = inhibition, usual class: inhibitors | actives 0.009% (n = 390,000); active means well fitted inhibition curve with a large enough effect in the polarisation, with a control signal flat, not every such curve was filed as active; inconclusive means small, poorly fitted or top-dose-only effect, or effect the other way, or a change in a side signal; inactive means no such curve, though single readings can be large or run the other way; the % refers to the polarisation; further: potency means the concentration at half of the fitted maximal effect; on the % scale 0 is the no-effect control and ±100 the full control effect
Target sequence (Q13526 whole entry, looked up): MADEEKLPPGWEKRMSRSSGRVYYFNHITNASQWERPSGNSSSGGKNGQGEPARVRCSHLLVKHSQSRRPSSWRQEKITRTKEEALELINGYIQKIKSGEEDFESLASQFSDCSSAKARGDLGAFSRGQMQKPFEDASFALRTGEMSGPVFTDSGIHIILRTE
JMJD2A Tudor = inhibitors of human JMJD2A Tudor domain; O75164; AlphaScreen JMJD2A-Tudor / H3K4me3 peptide binding; Potency, µM (series often up to 114 µM), inactives show at the top dose activity change, negative = inhibition, actives largely listed as inhibitors; actives 4.4% (n = 390,000); AID 504339; further: potency means the concentration at half of the fitted maximal effect; on the % scale 0 is the no-effect control and ±100 the full control effect; nearly all actives have a fitted effect of over 50% in size
Starred values were filed as active, the others as inactive; i = inactive; ? = inconclusive; nt = no result given; & = joins results of further samples; [ ] = dose if it differs, or a comment. Unless noted, the call rests on the fitted dose curve; in most records, active means well fitted curve in the direction sought with a large enough effect; inconclusive means small, poorly fitted or top-dose-only effect, or another doubt; inactive means no such curve, though single readings can be large; an effect the other way counts as inactive or inconclusive. Hits appear at their usual frequency; 11% or so of the library scored in one or more.

Values run as follows: G9a inh, JMJD2A Tudor, PI4K2A block, BAZ2B inh, HP1b binding inh, ERG Ets-DNA blk, Pin1 inhibitor, GLS inh, Tb PGK inh
- Cc1ccccc1NC(=O)COC(=O)CCC(=O)c1cccs1
→ 4%, -20%, 0, 10%, 20%, 5%, -7%, 4%, -2%
- CCC(=O)N1CCc2cc(CNC(=O)Nc3cc(Cl)ccc3C(=O)OC)ccc21
→ 1%[59 µM], -17%, 0, -13%, 2%[57 µM], -6%, 24%, -7%, 0%
- CCOC(=O)c1nn(-c2ccc(OCC)cc2)c2nc(-c3ccco3)c(C#N)c(=O)n12
→ -11%, 5%, 1, -4%, 26%, -4%, 23%, 0%, i
- COc1cccc(C(=O)N2CCN(S(=O)(=O)Cc3ccccc3)CC2)c1OC
→ -14%[59 µM], 2%, 1, 4%, 23%, 1%, 1%, -10%, -7%
- CCCC(=O)n1nc(-c2ccco2)nc1N
→ ?, -7%, -10, -30%, 28%, 0%, 2%, 10%, -4%
- C=CCn1c(C)cc(C(=O)CSc2nnc(NCc3ccccc3)s2)c1C
→ ?, ?, -5, ?, -19%, 2%, 14%, 21%, i
- COc1ccc(NC(=O)CN2C(=O)NC3(CCCC3)C2=O)cc1S(=O)(=O)N1CCCCC1
→ 8%[59 µM], -13%, -4, 6%, 20%, -4%, -1%, -1%, -8%
- Cc1ccc(NS(=O)(=O)c2c(C)[nH]c(=O)[nH]c2=O)c(C)c1
→ 37%[activator], -7%&-36%, -6&1, 8%&-29%, 47%&-13%[activator], 5%&-2%, 0%&-2%, 6%&3%, 0%
- COc1cccc(CC(=O)Nc2ccccc2N2CCCC2)c1
→ ?, -17%, 0, -34%, 35%, 6%, -1%, 15%, -9%
- O=C(CSc1nc(-c2ccc(F)cc2)cs1)N1CCOCC1
→ -46%[59 µM], -13%, -11, 8%, 15%, -2%, 3%, 0%, -8%
- CCCn1c(SCC(=O)N2c3ccccc3CC2C)n[nH]c1=O (stereo unspecified)
→ 6%[0.501 µM], 1%, 3, 7%, 41%[activator], 2%, 1%, 3%, 1%
- CCOc1ccc(C2N(c3ccc(F)cc3)C(=O)C3CCCN32)cc1 (stereo unspecified)
→ -15%, -20%, -2, -5%, 32%, 10%, 3%, 0%, -8%
- CCOc1ccc(CCNC(=O)COC(=O)c2ccc(F)c(S(=O)(=O)N3CCOCC3)c2)cc1OCC
→ -4%[0.501 µM], -4%, 2, -3%, 17%, -7%, -4%, -7%, i
- CCOC(=O)c1c(C)n(C)c2ccc(OC)c(NC(=O)CCN3CCC(Cc4ccccc4)CC3)c12
→ -1%, -6%, -2, 3%, 33%, -12%, -1%, -10%, i
- COc1ccc(C(CCN2CCOCC2)c2c(OC)cc(OC)c3ccc(=O)oc23)cc1 (stereo unspecified)
→ nt, -15%, -3, nt, 11%, -5%, -1%, 19%, 3%
- CC(=O)Nc1sc(N/N=C/c2ccc(O)cc2)nc1-c1ccc(C)cc1
→ 13µM*, 45µM*, -5, ?, 40µM*, -2%, 2%, 1%, -9%
- Cc1cc(OCCn2c(CCNC(=O)C3CCCCC3)nc3ccccc32)ccc1Cl
→ 7%[59 µM], -11%, -6, -3%, 31%, -7%, -2%, -11%, 11%
- O=C(CCc1ccccc1)NNC(=O)C12CC3CC(CC(C3)C1)C2
→ -8%[59 µM], -4%, 5, 11%, 4%, -2%, -2%, 4%, -1%
- Cc1c(NC(=O)Nc2ccc(Br)cc2F)sc2nc3n(c(=O)c12)CCC(C)CC3 (stereo unspecified)
→ 0%[59 µM], 0%, 2, 2%, 37%, 2%, 88%[activator], -19%, i
- COc1cc(/C=N/NC(=O)c2cccnc2)ccc1OCC(=O)Nc1ccccc1Cl
→ 22%, -2%, 6, -1%, 43%[activator], 10%, 4%, 1%, -6%
- Cc1cc2[nH]c3c4ccccc4nc(C)c3c2cc1C
→ nt, ?, 2, nt, 3%, -18%, 5%, -9%, 1%
- COc1ccccc1CN1C(=O)CNC1=S
→ -1%, -12%, -2, -4%, 15%[57 µM], 1%, -9%, 6%, -4%
- O=C(CCSc1ccc(Cl)cc1)NN=C1CCCCCC1
→ -15%, 1%, 2, -12%, 37%[activator], -6%, -2%, -4%, 0%
- Cc1ccc(COC(=O)c2[nH]c3c(c2C)C(=O)CC(c2ccc(Cl)cc2)C3)cc1 (stereo unspecified)
→ -2%[59 µM], 1%, -2, -2%, 21%, -2%, -6%, -8%, i
- Cc1ccnc(N2CCN(C(=O)CSc3nc4ccccc4nc3N3CCCCC3)CC2)c1
→ 2%[12.7 µM], -3%[11.4 µM], 0, -1%, 15%, -2%, 8%, 0%, 11%
- O=C(CCNC(=O)c1ccc(Br)cc1)Nc1cc(Cl)ccc1-n1cncn1
→ -6%[2.33 µM], -7%, 0, 7%, 41%[activator], -1%, -2%, -8%, -2%
- CC(C)NC(=O)C1CCCN(S(=O)(=O)c2cccs2)C1 (stereo unspecified)
→ -9%[59 µM], -11%, -2, -2%, 14%, 2%, 26%, -3%, -10%
- CS(=O)(=O)NCCSCc1c(F)cccc1Cl
→ -7%[59 µM], 8%, 2, -1%, 23%, -2%, -1%, 10%, 4%
- CC(NCc1ccc2c(c1)OCO2)C(=O)NC1CCCCC1 (stereo unspecified)
→ 9%, ?, 4, -17%, 11%, 3%[15.4 µM], -3%, -1%, 6%
- Cc1nc(S(=O)(=O)c2ccc(Cl)cc2)nc2c1CCC2
→ 8%, -1%, 3, -1%[57.1 µM], 22%, -13%, 0%, 0%, -9%
- COc1ccc(C(CNC(=O)c2ccc(OCc3c(C)noc3C)cc2)N2CCCC2)cc1 (stereo unspecified)
→ 2%[12.7 µM], -4%, -2, -2%, 31%, 6%, 21%, 3%, -9%
- O=C(Cn1cc(SCc2ccc(C(F)(F)F)cc2)c2ccccc21)N1CCCCCC1
→ -11%[59 µM], -4%, -3, 1%, 82%[activator], -20%, 4%, -1%, -10%
- O=C(Nc1cccc(C(F)(F)F)c1)c1c(O)c2ccccc2[nH]c1=O
→ nt, -10%, -4, 0%, 19%, 7%, 6%, 0%, i
- Cc1c([N+](=O)[O-])c(C(=O)NC2CCCC2)nn1C
→ 11%, 4%, 2, -3%, 31%, 1%, -8%, 1%, -2%
- Cc1cc(C)cc(NC(=O)C2CCN(S(=O)(=O)c3ccc4c(c3)oc(=O)n4C)CC2)c1
→ 4%[59 µM], -14%, 2, -12%, 15%, 3%, 1%, 1%, i
- Cc1cc(Nc2ccc(F)c(Cl)c2)n2ncnc2n1
→ 10%[59 µM], 1%, -4, 0%, 45%[activator], 1%, -5%, -1%, 3%
- CCOc1cc(/C=C(\C#N)C(=O)Nc2ccc(C)cc2)ccc1OCc1cc(=O)n2nc(CC)sc2n1
→ -6%[59 µM], -20%, -6, 1%, 15%, -10%, -3%, 0%, -6%
- CN(C)C(=O)c1snnc1-c1ccccc1
→ -12%[59 µM], -7%, -3, 6%, 8%, 0%, 0%, 3%, -6%
- CCOC(=O)c1c(C)[nH]c(=S)c(C#N)c1-c1ccc(OC)cc1
→ ?, -25%, 0, -6%, 26%, 5%, ?, ?, 1%
- Cc1ccc(F)cc1NC(=O)N1CCN(C2c3ccccc3-c3ccccc32)CC1
→ nt, -12%, -1, -2%, 49%[activator], -9%, 2%, -13%, i
- CCCCC(=O)NC(=S)NNC(=O)CC#N
→ ?, 18µM*, -3, -12%, -23%, nt, -4%, 43%[activator], -8%[11.5 µM]
- C=CCOc1ccc(/C=C2/C(=N)N3N=C(CC(=O)N4CCCC4)SC3=NC2=O)cc1OC
→ -4%, -3%, -1, ?, 45%[activator], 5%, 7%, 7%, 9%
- CC(=O)c1ccc(NC(=O)c2nn(C)c3c2CS(=O)(=O)c2ccccc2-3)cc1
→ -13%[59 µM], -6%, 2, 1%, 35%, 6%, -10%, -7%, -9%
- O=S(=O)(NC1=NCCCCCC1)c1cccs1
→ -6%[59 µM], -8%, -6, 23%, 10%, nt, -4%, 4%, nt
- CC(=O)NCCc1ccc(C(=O)COC(=O)C2CCCCC2)cc1
→ nt, -1%, 8, nt, 36%, -9%, -4%, -9%, i
- Cc1nc2ccccc2cc1OCc1ccccc1
→ 177%[activator], 28%, 0, 83%[activator], 56%[activator], -1%, -1%, 12%, 5%
- Cc1ccc(C)c(N2C(=O)C3C4C=CC(CC4)C3C2=O)c1 (stereo unspecified)
→ -7%[0.501 µM], -3%, -1, 11%, 25%, 7%, -1%, 1%, i
- O=[N+]([O-])c1ccc(/C=N/Nc2nc(NCc3ccccc3)nc(N3CCOCC3)n2)cc1
→ 30%, -25%, -2, -6%, 57%[activator], -5%, -7%, 0%, -9%
- C/C(=N/N1CCN(c2ccccn2)CC1)c1cccc([N+](=O)[O-])c1
→ ?, -32%, 0, -37%, 9%, -12%, 0%, 30%[activator], -6%
- CCCCn1c(SCC2CCCCO2)nc2cc(S(N)(=O)=O)ccc21 (stereo unspecified)
→ 24%[59 µM], -9%[57.1 µM], 6, 0%, 50%[activator], -3%, 3%, -8%, -8%
- COc1ccc(/C=N/NC(=O)c2ccn[nH]2)cc1COc1ccc([N+](=O)[O-])c(C)c1
→ -4%, -21%, -1, -22%, 6%, 11%, 0%, -15%, 4%
- CNC(=S)Nc1ccc2[nH]c(=O)[nH]c2c1
→ ?, -12%, -2, -11%, 16%, 2%, -6%, 5%, 0%
